High-throughput results deposited in PubChem by several laboratories.
MT stabilizer: stabilizes microtubules in HeLa cells; HeLa tubulin immunostaining HCS, 24 h; share of cells brighter than vehicle mean+2SD; % tubulin-high responders, % at 10 µM; 0.83% of 200,000 active;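 active = plate Z-score above 3 for both tubulin-high and condensed-nucleus cell shares, with cell loss under 80%, at 10 µM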;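 also: anti alpha tubulin signal scored within the nucleus-defined area of each cell; some results filed as inactive read as strong as hits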
Dynein transport: blocks dynein driven cargo transport along microtubules. 3617.4 mouse cells, GR-EGFP nuclear translocation imaging; test concentration mostly 20 µM; stimulated with dexamethasone, 1 µM; stronger effect = lower value. 0.47% of 220,000 active. z-score, hits read low. AID 1381;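 active = plate z-score of nuclear minus cytoplasmic receptor signal below a set negative limit, without overly bright fluorescence or cell loss, cut at about -3.5 in these data, passing the limit was not always enough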;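 also: z-score of nuclear minus cytoplasmic ring GR-EGFP intensity difference per well; some compounds called inactive have numbers as strong as hits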
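Buffer or medium: tet-free medium with charcoal-stripped serum / Also added: dexamethasone agonist, 1.0 µM final, for 30 min / Timing: induction 48 h, compound 1 h, agonist 30 min / Measured by: high-content fluorescence imaging after fixation / Read-out: nuclear-to-cytoplasmic GR-EGFP distribution per well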
M1AAP inhibition: P. falciparum M1AAP inhibitors, biochemical, fluorogenic H-Leu-NHMec substrate, 1536-well (AID 1445); inhibition, % at 30 µM; hits with a dose series show IC50 in µM; recombinant M1AAP, H-Leu-NHMec fluorogenic kinetic assay; higher % means a stronger effect; 0.42% of 220,000 active;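 active = primary inhibition above the hit cutoff, then over 50% inhibition at one or more dose response concentrations, cut at about 23% in these data, passing the limit was not always enough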;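 also: plate controls were DMSO full reaction for no effect and no enzyme background for full effect; strong numbers were not always called active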
P. falciparum M17LAP: P. falciparum M17LAP inhibitors, primary screen, biochemical, fluorogenic H-Leu-NHMec substrate, 1536-well (AID 1619) | inhibition, % at 30 µM; hits with a dose series show IC50 in µM | 0.38% of 220,000 active | recombinant M17LAP, H-Leu-NHMec fluorogenic kinetic assay; higher % means a stronger effect;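 active = compound inhibiting the enzyme by more than half at any dose during confirmatory dose-response retesting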;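 also: plate controls were full reaction with DMSO carrier for no effect and no enzyme background for full effect; strong numbers were not always called active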
Autophagy HCS: modulators of autophagy; MEF GFP-LC3 puncta imaging; test concentration mostly 10 µM; calls only at 10 µM (by protocol); 0.98% of 190,000 active; AID 463193;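 active = percentage of spot-positive cells more than 3 SD above its plate mean, without a fluorescence outlier flag or 80% toxicity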;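 also: spot-positive cell cutoff set from DMSO-treated cells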
Yfh1-off respiration: enhancers of respiration in Yfh1-depleted yeast, dose response, Friedreich's ataxia, plus single-dose screen (AID 1465) | S. cerevisiae Yfh1-off respiration, WST-1 reduction, 72 h; higher fold induction means a stronger effect | 0.074% of 220,000 active | fold induction at 50 µM, or EC50 in µM where a hit was titrated;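 active = fold induction of absorbance versus untreated yeast above a set limit, then at least 30% activation at any dose in follow-up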;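 also: activators that raise dye reduction in frataxin-depleted yeast; strong numbers were not always called active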
T cell HTS: modulates CD8 T cell binding to vesicles; 2C CD8+ T cell-vesicle binding, flow cytometry; stronger effect = lower value; calls only at 7 µM; 0.068% of 330,000 active; AID 2052;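 active = response, share of CD8 T cells binding vesicles, and their 90th percentile fluorescence all below set limits, cut at about 80% in these data, passing the limit was not always enough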
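Benchmarks: naked versus QL9-loaded vesicles / Assay system: purified 2C TCR transgenic mouse naive CD8+ T cells / Technique: high-throughput flow cytometry with anti-B7-1 and anti-CD8 staining / Timing: Cell–vesicle co-incubation 1.5 h at 37 °C, staining 20 min on ice / Read-out: percent CD8+ FL2 mean versus row control / Probe or stimulus: QL9-loaded Drosophila micro-vesicles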
WT yeast gro inh: growth inhibition of WT yeast, mitochondrial fusion screen | mitochondrial fusion phenotypic screen, WT strain | inhibition, % at 10 µM | 2.1% of 190,000 active | AID 1362; in the data active = inhibition above about 58%; tested in S. cerevisiae
b-catenin transl: modulators of beta-catenin nuclear translocation. HeLa beta-catenin nuclear translocation, immunofluorescence imaging. nuclear translocation activity, % at 5 µM. 0.3% of 190,000 active. AID 1665;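 active = nuclear translocation activity above 50% at 5 µM, with a well cell count of 50 or more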;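 also: per-cell ratio of nuclear to cytoplasmic median beta-catenin stain intensity; plate controls were DMSO negative control for no effect and GSK-3 inhibitor IX positive control for full effect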
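Read-out: Nuclear/cytoplasmic beta-catenin signal ratio, % activation | Assay system: Human HeLa cell line | Times: 24 h compound exposure at 37°C, 5% CO2 | Signal: Fluorescence imaging of beta-catenin antibody stain plus DAPI | Dosing: 5 µM primary, 0.02–20 µM confirmation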
WT yeast gro inh mutant strain: recorded beside WT yeast gro inh, whose call it bears; inhibition, %; mitochondrial fusion phenotypic screen, mutant strain inhibition
Dynein transport cytoplasmic EGFP: further read-out of Dynein transport, marked with its call; z-score; measured here: cytoplasmic GR-EGFP intensity; stronger effect = higher value
Dynein transport nuclear GR-EGFP: further read-out of Dynein transport, marked with its call; z-score; measured here: nuclear GR-EGFP intensity;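 lower value marks the stronger effect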
Dynein transport cell count: further read-out of Dynein transport, marked with its call; z-score; measured here: cell count per field
b-catenin transl cell count 5 µM: also measured in b-catenin transl; calls as there; cell count; measured here: cell count, cytotoxicity flag
T cell HTS vesicle-bound %: also measured in T cell HTS; calls as there; double positive events, %; measured here: CD8+ vesicle-bound cell fraction;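 binding gate set so that unloaded-vesicle control wells show 10% double positive cells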
MT stabilizer Hoechst-high %: second read-out of MT stabilizer, no call of its own (marks repeat the call); % Hoechst-high responders; measured here: nuclear condensation Hoechst responders;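 share of cells brighter than vehicle mean plus two SD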
MT stabilizer cytotoxicity %: second read-out of MT stabilizer, no call of its own (marks repeat the call); toxicity, %; measured here: cytotoxicity by cell density;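 0% = mean cell density of plate MIN control wells and 100% = no cells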
Autophagy HCS cell loss 18 h: recorded beside Autophagy HCS, whose call it bears; toxicity, %; measured here: cell loss, nuclei count;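 cell loss after 18 h compound exposure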
Starred values were filed as active, the others as inactive; i = inactive; / = not tested or not shown.

SMILES	MT stabilizer	MT stabilizer Hoechst-high %	MT stabilizer cytotoxicity %	Dynein transport	Dynein transport cytoplasmic EGFP	Dynein transport nuclear GR-EGFP	Dynein transport cell count	M1AAP inhibition	P. falciparum M17LAP	Autophagy HCS	Autophagy HCS cell loss 18 h	Yfh1-off respiration	T cell HTS	T cell HTS vesicle-bound %	WT yeast gro inh	WT yeast gro inh mutant strain	b-catenin transl	b-catenin transl cell count 5 µM
COc1cccc(-c2cc(C(=O)Nc3cc(C)on3)no2)c1	2.0	1.7	9.3	-0.853	-0.0574	-0.248	1.45	-0.2%	3.8%	i	-7.7	i	i	2.1	17.8	19.4	-1.6	947
Cc1cccc(C)c1NC(=O)/C(=C/c1ccco1)c1ccccc1	1.7	0.8	6.7	0.865	0.636	0.661	-0.947	3.9%	16.9%	i	27.6	i	i	41.5	-0.1	14.7	/	/
CCN(CC)S(=O)(=O)N1CCN(S(=O)(=O)N2CCOCC2)CC1	3.9	3.2	9.9	0.503	-0.228	-0.273	0.162	-0.4%	-0.1%	i	-13.9	i	i	59.5	-10.1	-12.0	0.4	1504
CCOc1ccc(S(=O)(=O)NN2Cc3ccccc3C2=N)cc1	3.2	1.7	5.6	0.946	-0.0307	0.622	-1.17	-7.1%	1.1%	i	9.5	i	i	13.8	-7.4	-25.4	-2.7	1150
O=C(CCn1c(=O)[nH]c2ccsc2c1=O)NCCc1ccc(Cl)cc1	1.4	1.3	7.2	0.126	-0.27	0.247	0.2	5.7%	-5.5%	i	31.0	i	i	54.7	9.8	22.7	/	/
COc1ccccc1C(=O)Nc1ccc2c(c1)OCCO2	2.5	1.4	3.6	-0.356	-0.209	-0.0324	0.238	11.3%	7.2%	i	-9.9	i	i	22.4	1.1	7.7	/	/
O=Cc1cn(CCC(=O)O)nc1-c1cccc(Br)c1	2.5	2.5	10.2	-0.433	-0.192	-0.25	0.325	15.7%	10.3%	i	-4.4	i	i	40.8	-2.6	-16.6	0.6	1427
Cc1nnc(SCc2ccc3c(c2)OCO3)s1	0.7	2.1	1.7	1.03	-0.234	0.325	-0.191	2.4%	-5.2%	i	-0.2	i	i	31.9	4.8	15.2	/	/
Cc1[nH]c2ccccc2c1Cc1nnc(SCC(N)=O)o1	3.0	2.3	13.5	0.477	-0.197	0.365	0.325	8.0%	4.5%	i	-10.0	i	i	42.7	0.6	0.3	0.3	1012
CN(C)S(=O)(=O)c1ccc(NC(=O)COC(=O)C2COc3ccccc3O2)cc1 (stereo unspecified)	1.4	1.4	0.7	1.07	-0.263	0.57	-0.649	1.3%	9.8%	i	16.2	i	i	27.3	1.5	6.5	-4.1	1085
COc1ccc(CCNC2=C(Cl)C(=O)N(Cc3ccccc3)C2=O)cc1OC	1.1	2.2	6.3	-0.619	-0.137	-0.441	0.804	3.1%	-5.0%	i	0.1	i	i	62.3	6.0	14.2	-0.1	1467
COC(=O)N/N=C/c1cn(Cc2c(Cl)cccc2Cl)c2ccccc12	1.7	3.7	13.9	1.78	-0.155	1.06	-0.78	4.8%	3.5%	i	3.5	i	i	44.4	63.4*	25.9*	0.6	995
O=C(O)CC(NC(=O)C12CC3CC(CC(C3)C1)C2)c1cc([N+](=O)[O-])ccc1Cl (stereo unspecified)	3.7	2.6	9.2	-1.01	-0.269	-0.143	0.16	-0.8%	10.7%	i	-8.0	i	i	60.3	-19.8	0.1	0.1	1113
CCCc1nnc(NC(=O)CCN2C(=O)c3ccccc3C2=O)s1	2.0	1.3	4.0	-0.0908	-0.276	-0.118	1.32	10.3%	2.7%	i	-10.6	i	i	57.8	14.8	17.7	1.6	1082
CC1CC(=O)N(c2ccc(NCc3ccccc3Cl)c([N+](=O)[O-])c2)C1=O (stereo unspecified)	3.3	4.3	9.5	-0.962	-0.249	-0.972	0.946	5.6%	6.6%	i	0.9	i	i	47.1	-9.2	-7.8	-1.6	511
CCO[C@@H]1OC(C(=O)N2CCOCC2)=C[C@H](c2ccc(C(F)(F)F)cc2)[C@H]1CCCO	1.6	1.3	4.4	0.128	-0.294	0.34	-0.147	2.2%	-4.2%	i	22.7	i	i	39.4	3.6	3.2	0.3	1037
COc1ccc(S(=O)(=O)Cc2ccc(C(=O)N3CCN(c4ccc(Cl)cc4)CC3)o2)cc1	4.1	7.2	6.7	-0.959	-0.248	-0.456	0.61	1.9%	-4.3%	i	-2.0	i	i	36.7	39.7	28.2	-0.2	1127
CCCn1nnc(NC(=O)c2ccc(-c3cccc(Cl)c3)o2)n1	4.7	1.3	1.6	0.704	-0.242	-0.614	0.539	7.7%	0.5%	i	-1.1	i	i	57.6	73.9*	-7.7*	-1.3	1368
COc1ccc(/C=C/C(=O)c2ccccc2)cc1COc1ccccc1F	1.6	1.8	3.7	-0.499	-0.209	-0.543	0.52	1.4%	-2.0%	i	-4.9	i	i	42.5	42.8	18.2	/	/
Cn1cc([N+](=O)[O-])c(C(=O)Nc2cc(Oc3cccnc3)cc([N+](=O)[O-])c2)n1	11.0	7.7	30.9	-2.94	0.768	-1.99	0.127	4.0%	-2.9%	i	4.3	i	i	22.9	-11.1	-3.5	6.6	1334
O=C(NCc1ccncc1)c1ccc(N2CCCC2)c([N+](=O)[O-])c1	4.3	2.7	3.2	0.275	-0.196	0.123	0.0805	9.1%	1.7%	i	51.0	i	i	65.6	0.5	-0.2	2.5	957
O=C(COC(=O)c1ccc2ccccc2c1)NCCCc1ccccc1	6.4	2.3	9.5	-0.872	-0.228	-0.613	0.299	0.7%	-5.3%	i	-8.0	i	i	48.7	2.2	2.0	-2.2	1131
CCN(CC)S(=O)(=O)c1cccc(C(=O)c2c(C)cc3ccccn23)c1	3.0	2.6	3.0	-0.38	-0.31	-0.465	0.735	5.1%	1.9%	i	0.6	i	/	/	30.6	12.8	0.6	920
COc1ccc(C(=O)Nn2c(SCC(=O)NCc3ccccc3)nc3ccccc3c2=O)cc1	1.7	1.8	8.9	0.185	-0.196	0.476	-0.232	-5.8%	-1.6%	i	28.6	i	i	21.1	-10.0	5.2	/	/
CCS(=O)(=O)N1Cc2ccccc2CC1C(=O)OCC(=O)Nc1ccc(C)cc1 (stereo unspecified)	2.7	2.5	21.4	0.289	-0.218	0.279	-0.305	8.7%	11.0%	i	59.1	i	i	38.8	2.2	6.3	-2.3	1309
COc1cc(/C=C2/NC(=O)N(Cc3ccccc3F)C2=O)ccc1Oc1ccc([N+](=O)[O-])cn1	2.4	3.4	4.8	1.31	-0.0639	1.71	-2.68	1.3%	-10.8%	i	3.8	i	i	50.3	-2.9	-18.9	-2.2	529
CC(C)N(C(=O)Cn1cc(S(=O)(=O)CC(=O)NC2CCCCC2)c2ccccc21)C(C)C	4.1	3.5	6.1	0.0174	0.0157	0.552	-0.207	4.5%	-1.9%	i	1.9	i	i	34.0	-3.4	5.0	-1.1	1021
CCCc1nc2ccccc2c(=O)n1/N=C/c1ccc(O)cc1O	3.6	3.0	11.4	1.13	-0.169	0.574	-0.977	8.2%	3.9%	i	5.3	i	i	21.0	-14.7	-21.8	-1.3	841

Five entries from above, ordered by length of the SMILES, falling.
SMILES	MT stabilizer	MT stabilizer Hoechst-high %	MT stabilizer cytotoxicity %	Dynein transport	Dynein transport cytoplasmic EGFP	Dynein transport nuclear GR-EGFP	Dynein transport cell count	M1AAP inhibition	P. falciparum M17LAP	Autophagy HCS	Autophagy HCS cell loss 18 h	Yfh1-off respiration	T cell HTS	T cell HTS vesicle-bound %	WT yeast gro inh	WT yeast gro inh mutant strain	b-catenin transl	b-catenin transl cell count 5 µM
COc1cc(/C=C2/NC(=O)N(Cc3ccccc3F)C2=O)ccc1Oc1ccc([N+](=O)[O-])cn1	2.4	3.4	4.8	1.31	-0.0639	1.71	-2.68	1.3%	-10.8%	i	3.8	i	i	50.3	-2.9	-18.9	-2.2	529
CC(C)N(C(=O)Cn1cc(S(=O)(=O)CC(=O)NC2CCCCC2)c2ccccc21)C(C)C	4.1	3.5	6.1	0.0174	0.0157	0.552	-0.207	4.5%	-1.9%	i	1.9	i	i	34.0	-3.4	5.0	-1.1	1021
COc1ccc(C(=O)Nn2c(SCC(=O)NCc3ccccc3)nc3ccccc3c2=O)cc1	1.7	1.8	8.9	0.185	-0.196	0.476	-0.232	-5.8%	-1.6%	i	28.6	i	i	21.1	-10.0	5.2	/	/
CCS(=O)(=O)N1Cc2ccccc2CC1C(=O)OCC(=O)Nc1ccc(C)cc1 (stereo unspecified)	2.7	2.5	21.4	0.289	-0.218	0.279	-0.305	8.7%	11.0%	i	59.1	i	i	38.8	2.2	6.3	-2.3	1309
O=C(COC(=O)c1ccc2ccccc2c1)NCCCc1ccccc1	6.4	2.3	9.5	-0.872	-0.228	-0.613	0.299	0.7%	-5.3%	i	-8.0	i	i	48.7	2.2	2.0	-2.2	1131
